# Screens deposited in PubChem BioAssay by several laboratories.
# mABHD4 FP – ABHD4 (mouse) inhibition, primary FP screen. Q8VD66. purified mABHD4, FP-Rh probe fluorescence polarization. inhibition, % at 8.92 µM. 0.54% of 370,000 active. AID 720543;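 active means inhibition exceeding the mean over every tested compound plus 3 SD, cut at about 30% in these data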;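 further: 0% = plate median of compound wells and 100% = S159A mutant with DMSO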
# Target sequence (Q8VD66 whole entry, looked up): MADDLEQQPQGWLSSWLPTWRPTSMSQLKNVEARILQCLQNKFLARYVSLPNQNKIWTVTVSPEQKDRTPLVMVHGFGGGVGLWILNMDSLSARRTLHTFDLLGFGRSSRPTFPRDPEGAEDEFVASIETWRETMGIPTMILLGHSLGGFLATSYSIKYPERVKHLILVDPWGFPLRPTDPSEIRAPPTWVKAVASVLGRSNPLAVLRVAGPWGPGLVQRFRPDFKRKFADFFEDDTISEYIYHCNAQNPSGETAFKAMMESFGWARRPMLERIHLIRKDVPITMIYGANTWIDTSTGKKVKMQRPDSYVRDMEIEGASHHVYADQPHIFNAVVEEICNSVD
#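 System: mouse ABHD4 enzyme, wild type / Medium: HEPES pH 7.0, NaCl, Pluronic buffer / Reagent: FP-Rh activity-based fluorescent probe / Control set: S159A mutant high control, sample median low control / Detection: fluorescence polarization with parallel and perpendicular emission, 525/598 nm / Schedule: 45 min + 60 min at 25 °C / Compound dosing: 8.92 µM, single dose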
# rCAG binder – r(CAG) repeat RNA binding | TO-PRO-1 dye displacement fluorescence | inhibition, % at 3 µM | 1.3% of 370,000 active | AID 651821;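 active means inhibition above the plate cutoff, the mean of all test compounds on that plate plus 3 SD, cut at about 35% in these data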;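 further: 0% = DMSO alone and 100% = 100 µM mitoxantrone as full dye displacement; higher means more dye released from RNA so lower well fluorescence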
# PG9 binder – binds the HIV-1 gp120 antibody PG9 | TR-FRET gp120-PG9 antibody binding | inhibition, % at 6.7 µM | 0.43% of 360,000 active | AID 624416; in the data active means inhibition above about 8.5%
# NR1D1 modulator – modulates human Rev-erb alpha binding to DNA; P20393; Rev-erbα–FITC-DNA binding, fluorescence polarization, 90 min; activity, % at 10 µM; 0.79% of 370,000 active; AID 1259318;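 active means activity above about 14%, limit read from the data; passing the limit was not always enough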;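 further: 0% = DMSO wells with 35 nM protein and 100% = DMSO wells with 750 nM protein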
# SMARCA2 activ – increases SMARCA2 function in MMTV reporter cells. MG213 cells, MMTV-luciferase reporter, dexamethasone, overnight. activation, % at 9.1 µM. 1% of 370,000 active; in the data active means activation above about 7.8%;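 further: 0% = vehicle wells and 100% = reference activator wells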
# NPR2 activator – GC-B (human) receptor activation; AID 1920062; HEK293-GC-B cells, CNP EC30, cGMP TR-FRET; 0% at EC30 CNP, 100% saturating CNP; 0.11% of 370,000 active; activation, % at 10 µM;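 active means activation at 10 µM reaching about 35% in either raw or pattern-adjusted values, limit read from the data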
# HTRA1 inh – HTRA1 (human) protease inhibition. Q92743. recombinant HTRA1, FP-rhodamine activity-based probe, fluorescence polarization. inhibition, % at 5.96 µM. 0.5% of 340,000 active; in the data active means inhibition above about 36%;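 further: 0% = enzyme with DMSO and 100% = wells lacking enzyme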
# Target sequence (Q92743 whole entry, looked up): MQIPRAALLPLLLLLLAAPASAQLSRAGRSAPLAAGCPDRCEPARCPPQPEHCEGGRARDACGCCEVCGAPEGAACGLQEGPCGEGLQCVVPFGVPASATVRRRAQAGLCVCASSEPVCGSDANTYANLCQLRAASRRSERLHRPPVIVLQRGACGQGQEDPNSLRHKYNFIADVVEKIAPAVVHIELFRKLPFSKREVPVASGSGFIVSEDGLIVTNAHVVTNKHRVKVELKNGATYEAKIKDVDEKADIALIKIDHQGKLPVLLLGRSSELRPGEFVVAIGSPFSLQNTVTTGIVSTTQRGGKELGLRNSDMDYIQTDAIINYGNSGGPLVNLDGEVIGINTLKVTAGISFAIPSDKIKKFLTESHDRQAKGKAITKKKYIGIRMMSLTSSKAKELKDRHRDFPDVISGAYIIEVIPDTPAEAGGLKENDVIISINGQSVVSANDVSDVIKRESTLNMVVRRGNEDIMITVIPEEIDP
# ARFGAP1 inhibitor – inhibits rat ARF GTPase activating protein 1 | Q62848 | Arfgap1-stimulated ARF1 GTP hydrolysis, GDP FP detection | inhibition, % at 16.5 µM | 0.26% of 360,000 active;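 active means inhibition above a per-plate limit, mean inhibition of low control wells plus 3 SD, cut at about 25% in these data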;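 further: 0% = DMSO wells with enzyme and 100% = wells lacking Arfgap1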
# Target sequence (Q62848 1-136 limits assumed): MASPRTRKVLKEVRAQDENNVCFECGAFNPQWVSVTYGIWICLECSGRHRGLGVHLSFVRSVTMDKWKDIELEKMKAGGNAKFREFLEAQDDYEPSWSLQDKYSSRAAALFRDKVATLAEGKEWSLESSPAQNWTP
#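 Replicates: Single well per compound | Assay system: Truncated rat Arfgap1 GAP domain | Control set: No-Arfgap1 wells (100%) versus DMSO full-reaction wells (0%) | Times: Enzyme reaction 120 min at 25 °C after 20 min preincubation | Reagent: Human ARF1(Δ1-17)-GTP substrate | Measured by: Tracer-displacement fluorescence polarization with EDTA stop, 620/688 nm | Measure: Percent inhibition of Arfgap1-stimulated GTP hydrolysis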
# NPR1 activator – GC-A (human) enzyme activation | P16066 | HEK293 GC-A cells, cGMP TR-FRET, EC30 ANP; 0% at EC30 ANP, 100% saturating ANP | activation, % at 10 µM | 0.14% of 370,000 active | AID 1671463; in the data active means activation above about 40%
# ASAP1 GAP inh – inhibitors of human ASAP1 ArfGAP activity. inhibition, % at 16.5 µM. ASAP1-stimulated ARF1 GTP hydrolysis, GDP FP detection. AID 624377. 0.19% of 360,000 active; in the data active means inhibition above about 25%;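 further: 0% = vehicle with enzyme and substrate and 100% = no enzyme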
# * hit, by the source's call; . = no result given.
canonical_smiles	mABHD4 FP	rCAG binder	PG9 binder	NR1D1 modulator	SMARCA2 activ	NPR2 activator	HTRA1 inh	ARFGAP1 inhibitor	NPR1 activator	ASAP1 GAP inh
CC1CN(C(=O)COC(=O)c2ccc(F)cc2Cl)CC(C)O1 (centres undefined)	-2	0	-0.7	-3	-4	3	1	9	6	-6
CCOc1ccc(C2Nc3cccc4cccc(c34)N2)cc1OC	4	11	-6.9	-7	0	-10	-2	6	5	-8
COC(=O)Cn1c(=O)c2c(nc3n2CCCN3CCc2ccccc2)n(C)c1=O	2	0	-3.0	-1	3	5	4	6	12	-1
COc1ccc(OCCN2CCC(C(=O)NC(c3ccc(C)cc3)c3ccccn3)CC2)cc1 (centres undefined)	-2	0	-0.5	-7	-5	-2	.	-19	0	11
CCCCCSc1nc2c(c(=O)[nH]c(=O)n2C)n1C(C)C	5	1	-2.2	1	-2	1	-1	12	5	-9
O=C(NCc1n[nH]c(=S)n1-c1ccc(F)cc1)c1ccc(S(=O)(=O)N2CCCCC2)cc1	0	13	-1.1	-1	-2	1	-1	-1	2	7
COC(C(=O)Nc1ccc(S(=O)(=O)Nc2ccc(F)cc2)cc1)c1ccccc1 (centres undefined)	-15	4	0.5	-2	-1	-4	-14	8	-2	5
N#C[C@@H]1N(Cc2ccccc2)C(=O)[C@H]2CC3C=CC21O3 (some centres undefined)	1	3	0.0	-10	3	3	16	0	0	6
CCCn1c(=O)c(C(=O)NCc2ccccc2)c(O)c2ccccc21	-3	1	-0.5	4	0	1	-2	-8	-5	-11
COCCCN=CC1=C(O)CC(C)(C)CC1=O	-6	-2	-2.1	0	-1	-1	2	-5	2	3
O=C(Nc1ccc(C(=O)N2CCOCC2)cc1)c1ccccc1	0	1	-0.6	1	-4	-1	3	8	2	2
C[C@@H](CO)N(Cc1cn(Cc2ccccc2)nn1)S(=O)(=O)c1ccccc1Br	-6	1	.	-1	-5	-1	.	.	2	.
Cn1c(SCc2nc(-c3ccccc3)no2)nnc1-c1ccco1	7	-6	0.7	3	0	3	6	-7	-1	9
CCOc1ccc(OCCC(=O)OCC(=O)NC(C)c2ccccc2)cc1 (centres undefined)	-16	-6	-0.6	-4	-2	0	1	8	0	-5
Cc1ccc(N=CC=C2OC(C)(C)C(C)(C)O2)c(C)c1	-3	-1	-0.4	-3	0	4	4	5	0	-30
COCCN(CCOC)c1ncnc2c1cnn2-c1ccc(Cl)cc1	2	-4	-0.8	-1	-2	-4	-2	5	9	-2
COc1ccc(CCNC(=O)c2ccc(Br)o2)cc1Br	-2	1	-0.4	1	0	17	.	2	11	0
CC(C)(C)OC(=O)N1CCC2(CC1)Oc1ccc(Cl)cc1C(=O)C21CC(c2ccc(Cl)cc2)=NO1 (centres undefined)	-11	8	-0.9	0	-1	2	-10	-1	3	8
O=C(OCC(=O)c1ccccc1)C1=NN(c2ccccc2)C(=O)CC1	3	6	0.2	2	-1	-2	3	6	0	-10
CCO[C@H]1OC(C(=O)NCc2nc3ccccc3[nH]2)=C[C@@H](C)[C@@H]1CCCO	-2	-2	0.9	6	0	0	-2	4	2	7

# Further structures follow:
canonical_smiles	mABHD4 FP	rCAG binder	PG9 binder	NR1D1 modulator	SMARCA2 activ	NPR2 activator	HTRA1 inh	ARFGAP1 inhibitor	NPR1 activator	ASAP1 GAP inh
O=C1CC(NCc2ccccc2F)C(=O)N1c1ccccc1 (centres undefined)	0	-1	-1.7	-6	0	-2	-1	9	1	-10
CN1C(=O)C(O)(CC(=O)c2ccncc2)c2ccccc21 (centres undefined)	2	0	-0.8	-5	-2	-8	1	-2	-4	-1
O=C1c2ccccc2NC(c2ccccn2)N1NS(=O)(=O)c1ccccc1 (centres undefined)	1	-1	-1.1	2	-4	-7	2	13	-6	6
COC(=O)c1ccc2nc(-c3ccc(F)cc3)c(Cc3cccc(Cl)c3)n2c1	-4	8	-0.1	2	-2	2	.	8	2	-1
COc1ccccc1C(=O)NC(=S)Nc1ccc(N2CCOCC2)c(Cl)c1	-6	2	-1.1	-1	0	1	-4	2	1	3
Cc1ccccc1-n1c(SCC(=O)O)nc2sc3c(c2c1=O)CCCC3	-12	10	-1.3	-4	4	-3	5	4	3	6
Cc1noc(C)c1NC(=O)N(C)C[C@H]1Oc2ccc(NC(=O)NC(C)C)cc2C(=O)N([C@H](C)CO)C[C@H]1C	-5	0	2.4	-3	-2	0	-5	0	0	3
O=C(NNC(=O)C1CCC(C(=O)NNC(=O)c2cccs2)CC1)c1cccs1 (centres undefined)	-4	10	0.0	1	-3	-5	9	15	3	6
Cc1ccc(/C=N/NC(=O)c2cccc(S(=O)(=O)Nc3cccc(Cl)c3)c2)o1	-9	10	1.0	-2	0	2	-10	6	-2	-9
COc1cc(CN2CCN(C(=O)c3cccc4ccccc34)CC2)cc(OC)c1O	6	0	-0.4	-3	6	1	5	10	0	-3
CC1=CC(C)C(C(=O)O)C(C(=O)O)C1 (centres undefined)	0	1	0.2	-6	-3	7	4	6	2	9
O=C(CNC(=O)c1ccccc1F)N/N=C/c1ccco1	1	-1	-1.4	-3	-1	-1	-8	11	-2	-1
CCn1nc(C(=O)OCC(=O)c2ccc3c(c2)OCCO3)c2ccccc2c1=O	-7	5	-1.9	3	-1	5	-4	-12	-2	-14
Cc1ccc(CSCc2ccc(C(=O)NC3CC3)o2)cc1	1	-4	-1.1	-4	-5	0	2	3	2	7
O=C(NCc1ccco1)c1nc2ccccc2s1	-6	-1	-4.0	2	3	1	-4	-3	5	13
COC(=O)c1ccc(C(=O)OC)c(NC(=S)N2CCN(c3ccc(F)cc3)CC2)c1	0	-1	-1.1	2	-2	-3	2	-4	-2	3
O=S(=O)(/C(=C/c1ccc(C(F)(F)F)cc1)c1nc2ccccc2[nH]1)c1ccccc1	-7	2	-0.1	2	-12	-17	-38	10	-38	3
O=C(OCc1ccccc1Cl)c1ccc(-n2cnnc2)cc1	3	0	0.2	0	-1	-3	3	2	-2	-8
CC(C)Oc1ccccc1NC(=O)CSc1nccn1C	0	1	0.0	-1	1	4	-3	-4	-3	-22
CC(=O)c1cccc(-c2ccnc3c2CC(C(=O)N2CCN(C)CC2)O3)c1 (centres undefined)	6	1	0.3	-7	-6	2	.	6	-3	-2

# One compound at a time, from the list above. Screens in order: mABHD4 FP	rCAG binder	PG9 binder	NR1D1 modulator	SMARCA2 activ	NPR2 activator	HTRA1 inh	ARFGAP1 inhibitor	NPR1 activator	ASAP1 GAP inh
# CC(C)Oc1ccccc1NC(=O)CSc1nccn1C reads 0	1	0.0	-1	1	4	-3	-4	-3	-22
# COC(=O)c1ccc(C(=O)OC)c(NC(=S)N2CCN(c3ccc(F)cc3)CC2)c1 reads 0	-1	-1.1	2	-2	-3	2	-4	-2	3
# O=C(NNC(=O)C1CCC(C(=O)NNC(=O)c2cccs2)CC1)c1cccs1 (centres undefined) reads -4	10	0.0	1	-3	-5	9	15	3	6
# COC(=O)c1ccc2nc(-c3ccc(F)cc3)c(Cc3cccc(Cl)c3)n2c1 reads -4	8	-0.1	2	-2	2	.	8	2	-1

# (further entries)
canonical_smiles	mABHD4 FP	rCAG binder	PG9 binder	NR1D1 modulator	SMARCA2 activ	NPR2 activator	HTRA1 inh	ARFGAP1 inhibitor	NPR1 activator	ASAP1 GAP inh
CCOC(=O)c1ccc(NC(=O)C2(c3ccc(Cl)cc3)CCCC2)cc1	-3	0	0.5	2	-1	-1	-2	1	-1	12
CNc1ccc(C(=O)c2ccccc2C(=O)O)cc1[N+](=O)[O-]	-5	0	-0.4	7	-2	5	7	12	6	3
CC(C)(C)NC(=O)COC(=O)c1nsc(Cl)c1Cl	3	-1	-0.2	1	-3	-4	0	12	0	6
Cc1ccc(C(=O)Nc2ccc(C(=O)NCC3CCCO3)cc2)cc1 (centres undefined)	-3	-4	-0.1	1	0	-5	2	6	4	-5
CC1CC(=O)Nc2ccccc2S1(=O)=O (centres undefined)	-1	-2	-1.5	-1	0	3	3	-2	-1	-7
COC(=O)c1ccccc1NC(=O)NC1CCC(C)CC1 (centres undefined)	-4	-2	-0.5	11	2	2	-8	9	3	10
CSCC[C@H](NC(=O)C1CCCC1)c1nc2ccccc2[nH]1	-3	-2	-2.1	-6	-3	-3	-6	1	-2	-7
Cn1c(-c2ccc(Br)cc2)cnc1NCc1cccnc1	8	3	-1.3	0	-1	7	8	8	-11	1
O=C(O)CNS(=O)(=O)c1ccc(Br)s1	3	0	-1.5	-3	1	-7	-1	3	1	1
C=CCc1cccc(/C=N/NC(=O)CNc2ccccc2)c1O	8	8	0.3	2	-6	-7	5	-1	0	4
Cc1ccc(/C=N/NC(=O)C[n+]2ccccc2)o1	3	-2	-2.4	-4	-3	0	14	7	1	0
COc1ccc(NS(=O)(=O)c2cc(NC(=O)Cc3n[nH]c(=O)c4ccccc34)ccc2OC)cc1	-4	3	-0.5	5	-1	3	-3	-2	-4	-13
Nn1c(-c2ccc(F)cc2)nc2ccccc2c1=O	-1	1	-0.3	4	1	0	3	-2	-2	2
Cc1c(Nc2ncnc3c2cnn3-c2ccccc2)c(=O)n(-c2ccccc2)n1C	0	-1	1.2	2	0	-6	3	5	-4	-10
Cc1ccc(OCCC(=O)OCC(=O)Nc2cc(C)nn2-c2ccccc2)cc1	1	-6	-0.9	-2	-1	1	0	-1	1	0
CC1(C)Cc2c(sc(NC(=O)C(=O)N3CCN(CCO)CC3)c2C(N)=O)CO1	3	0	-1.2	1	-1	4	5	1	3	-4
Cc1cc(SCc2ccc(F)cc2)nc(=O)[nH]1	6	9	-0.9	2	0	0	-9	8	-1	-5
N#CC(C#N)=C/C=C(\Nc1ccc(Cl)cc1)c1ccc(Cl)cc1	3	3	0.2	0	-3	-26	-6	10	-33	7
Cc1cccc(CS(=O)(=O)c2ncc(Cl)c(C(=O)Nc3c(C)cccc3C)n2)c1	1	0	1.7	2	-13	4	2	3	1	-3
COc1ccccc1NC(=O)COc1ccc(C(=O)OCC(=O)N2CCCC2=O)cc1OC	-3	-1	0.3	5	-2	5	0	-5	2	9

# Continuation.
canonical_smiles	mABHD4 FP	rCAG binder	PG9 binder	NR1D1 modulator	SMARCA2 activ	NPR2 activator	HTRA1 inh	ARFGAP1 inhibitor	NPR1 activator	ASAP1 GAP inh
CCCCN1C(N)=NC[C@@H]1C(C)O (some centres undefined)	-1	7	-1.1	-2	0	3	-2	-5	-1	-6
CC(C)(C)CC(C)(C)NC(=S)N1CCN(Cc2ccc3c(c2)OCO3)CC1	2	-2	-0.4	-2	0	9	-3	-11	-3	2
O=C(CNc1ccccc1)Nc1cccc2ccccc12	-6	15	-6.5	6	4	-8	-6	7	-7	-7
CCC(C)NCCCCOc1ccc(Br)cc1 (centres undefined)	6	4	-1.6	-7	-3	-3	5	10	-2	8
O=C(COc1ccc(C2SCCS2)cc1)Nc1ccc(Cl)cc1	7	-2	1.8	8	1	1	9	7	2	2
CCOc1ccc(S(=O)(=O)n2nc(C)cc2C)c2ccccc12	4	0	-0.3	4	-1	-2	1	1	1	8
CSc1nc(NCc2ccco2)c2sc3nc(C(C)C)c4c(c3c2n1)CC(C)(C)OC4	1	5	1.6	-2	0	6	-10	0	17	1
O=C(CCS(=O)(=O)c1ccc2c(c1)NC(=O)CO2)NCc1ccccc1	-7	-1	-2.9	4	-2	2	-1	-4	-1	-13
